V-ATPase pHluor – regulators of yeast V-ATPase proton pumping, primary screen, pHLuorin cytosolic pH fluorescence | S. cerevisiae | 350,000 tested, 0.37% active | response, % at 10 µM; in the data active = response mostly above about 7.3%, no sharp cut-off; inactive = mostly below about 5.4%; note: actives read high; inactives centre near 0; some compounds called inactive have numbers as strong as hits; reference of the scale not given here
CDK5 inh – inhibitors of human CDK5/p35 kinase, primary screen, biochemical, single concentration | Cyclin-dependent kinase 5 (Homo sapiens) + Cyclin-dependent kinase 5 activator 1 (Homo … | AID 488839, 2010 | 330,000 tested, 0.01% active | inhibition, % at 10 µM | Recombinant CDK5/p35, ADP-Glo luminescence, 60 min;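 active = highest replicate inhibition of at least 50% and at least 75% of replicates reaching 50%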;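 note: plate controls were DMSO neutral control for no effect and GW8510 at 10 µM for full effect; many of its hits are not listed in these tables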
MITF TRPM1 HTS – activators of MITF-driven TRPM1 promoter reporter, primary screen, cell-based, SK-MEL-5, luciferase, single point | SK-MEL-5 TRPM1-promoter luciferase, 24 h; % of positive control, neutral wells = 0 | activation, % at 12.5 µM | 300,000 tested, 0.75% active | AID 588334, 2011;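 active = mean activation of at least 80% with every replicate also reaching 80%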;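 note: 0% = neutral control wells and 100% = parthenolide positive control wells; values of inactives mirror those of a sister screen read the other way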
SR-BI HDL uptake – inhibitors of SR-BI mediated HDL lipid uptake, primary screen, ldlA[mSR-BI] cells, fluorescence, single point. ldlA[mSR-BI] CHO cells, DiI-HDL uptake fluorescence, 3 h. inhibition, % at 12.5 µM. 320,000 tested, 0.96% active. AID 488896, 2010;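 active = mean replicate inhibition of at least 70% and a set share of replicates each scoring 70 or more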;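 note: 0% = median of neutral control wells and 100% = median of positive control wells; values of inactives mirror those of a sister screen read the other way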
Target sequence (Q61009 whole entry, looked up): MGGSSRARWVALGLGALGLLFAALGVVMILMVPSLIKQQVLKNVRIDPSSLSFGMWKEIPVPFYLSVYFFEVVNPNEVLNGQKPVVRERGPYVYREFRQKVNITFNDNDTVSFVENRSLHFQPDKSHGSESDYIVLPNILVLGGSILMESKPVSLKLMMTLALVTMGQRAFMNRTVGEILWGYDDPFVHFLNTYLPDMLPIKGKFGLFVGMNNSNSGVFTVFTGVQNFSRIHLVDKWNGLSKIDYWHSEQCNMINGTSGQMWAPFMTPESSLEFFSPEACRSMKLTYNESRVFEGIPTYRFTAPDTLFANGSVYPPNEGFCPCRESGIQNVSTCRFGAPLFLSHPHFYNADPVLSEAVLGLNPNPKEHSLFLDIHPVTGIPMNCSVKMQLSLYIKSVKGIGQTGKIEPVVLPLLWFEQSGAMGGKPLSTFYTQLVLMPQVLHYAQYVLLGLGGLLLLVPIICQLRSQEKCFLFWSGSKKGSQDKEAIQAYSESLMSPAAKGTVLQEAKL
dFosB activator – activators of delta FosB homodimer, primary screen, biochemical, fluorescence polarization, TAMRA-CDK5 oligo, single point; Protein FosB (Mus musculus), P13346; purified delta FosB; percent of positive-control signal above neutral wells; activation, % at 25 µM; 340,000 tested, 0.99% active; AID 493131, 2011;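 active = mean activation above about 17%, with every replicate also reaching it, limit read from the data, passing the limit was not always enough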;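 note: fluorescence polarization rise as delta FosB binds a TAMRA Cdk5 AP-1 oligo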
HTR5A inv ctr – HTR5A inverse agonists in luminescence cell assay, primary screen, counter-screen for OPRM1-OPRD1 heterodimer inverse agonist project, full-deck HTS; 5-hydroxytryptamine receptor 5A (Homo sapiens), P47898; HTR5A cell line, inverse agonism; inhibition, % at 9.3 µM; 340,000 tested, 0.083% active; AID 504634, 2011; in the data active = inhibition mostly above about 23%, no sharp cut-off; inactive = mostly below about 18%;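 note: 0% = cells with DMSO and 100% = no-cell wells with DMSO; some compounds called inactive have numbers as strong as hits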
Target sequence (P47898 whole entry, looked up): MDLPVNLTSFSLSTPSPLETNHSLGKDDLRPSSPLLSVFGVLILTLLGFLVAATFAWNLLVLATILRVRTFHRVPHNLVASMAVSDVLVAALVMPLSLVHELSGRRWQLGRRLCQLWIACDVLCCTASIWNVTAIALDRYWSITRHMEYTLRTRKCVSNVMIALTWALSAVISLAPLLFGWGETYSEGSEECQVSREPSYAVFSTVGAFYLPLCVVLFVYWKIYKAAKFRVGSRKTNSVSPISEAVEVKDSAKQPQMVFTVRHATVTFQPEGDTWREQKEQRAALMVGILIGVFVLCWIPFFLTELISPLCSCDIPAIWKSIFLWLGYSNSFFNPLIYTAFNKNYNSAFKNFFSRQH
Wnt act – Wnt/beta-catenin pathway activators, primary screen, cell-based, plate reader, single point. AID 743398, 2014. 300,000 tested, 1.2% active. activation, % at 9.35 µM. Wnt/beta-catenin reporter cell assay, activator; in the data active = activation above about 30%, passing the limit was not always enough;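 note: 0% = neutral control wells and 100% = positive control wells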
HTR5A ag – HTR5A agonists in luminescence cell assay, primary screen, counter-screen for OPRM1-OPRD1 heterodimer agonist project, full-deck HTS | 5-hydroxytryptamine receptor 5A (Homo sapiens), P47898 | activation, % at 9.3 µM | cell-based | 340,000 tested, 0.61% active; in the data active = activation mostly above about 9.5%, no sharp cut-off; inactive = mostly below about 7.6%;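 note: 0% = cells with vehicle only and 100% = reference agonist; strong numbers were not always called active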
PvdQ acylase – P. aeruginosa PvdQ acylase inhibitors, primary screen, biochemical, fluorescence, plate reader and imaging, single point; purified PvdQ acylase; inhibition, % at 10 µM; 340,000 tested, 0.063% active; AID 488965, 2010; in the data active = inhibition above about 30%, passing the limit was not always enough;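 note: 0% = vehicle neutral wells and 100% = reference inhibitor wells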
NSD2 HMT inh – NSD2 histone methyltransferase inhibitors, primary screen, biochemical, AlphaScreen, single concentration, set 2. Histone-lysine N-methyltransferase NSD2 (Homo sapiens), O96028. NSD2 peptide methylation, 120 min. inhibition, % at 12.5 µM. 310,000 tested, 0.54% active; in the data active = inhibition above about 50%
An asterisk follows results filed as active; . = not tested or not shown. Random draw from the library; any-hit rate near 5%.

SMILES	V-ATPase pHluor	CDK5 inh	MITF TRPM1 HTS	SR-BI HDL uptake	dFosB activator	HTR5A inv ctr	Wnt act	HTR5A ag	PvdQ acylase	NSD2 HMT inh
CC(C(C(=O)N1CCCCC1)N1CCCCC1)N1CCCCC1 (stereo not drawn)	-2	-0.4	6	-6	2	-8	-2	2	-8	-1
CCCCCc1ccnc(CC(=O)c2ccc(OC)cc2)c1	3	1.7	-8	7	-19	-13	-3	3	-7	0
Cc1ccc2c(c1)C1CN(C)CCC1N2C(=O)Nc1ccc(Cl)cc1 (stereo not drawn)	-3	-2.2	49	7	-9	.	14	.	-15	3
O=C(Cn1cnnn1)OCC(=O)c1ccc(Cl)s1	-1	-2.7	.	10	-2	11	-2	1	1	2
COc1ccc(CNC(=O)COC(=O)c2ccc(S(=O)(=O)N3CCOCC3)cc2)cc1	-1	-0.8	-8	-17	1	-1	1	0	-1	-1
CC(Sc1n[nH]c(-c2cccs2)n1)C(=O)Nc1ccc(C(N)=O)cc1 (stereo not drawn)	-2	0.1	-8	-17	-1	-8	-3	3	-20	0
c1cnc(-c2noc(CN3CCN(C4CCCC4)CC3)n2)cn1	1	0.9	3	-6	-6	-2	-1	1	4	-6
O=C(CCc1nc2ccccc2c(=O)[nH]1)OCc1ccc(Cl)cc1Cl	-5	-0.4	5	-17	1	7	.	1	5	0
O=C(Cc1ccccc1)NCC(=O)Nc1ccccc1Br	0	0.9	7	.	1	-12	-2	0	-3	-5
O=C(O)C1CCC(=O)N1Cc1ccccc1Cl (stereo not drawn)	-1	-0.8	.	-1	5	11	0	5	-11	0
CC(=O)Nc1ccc(NC(=O)C2CC(=O)N(C(C)C)C2)cc1 (stereo not drawn)	-1	1.7	6	-15	-2	12	-1	0	-17	-3
Cc1ccc(-c2nn(-c3ccccc3)cc2/C=N/NC(=O)c2ccc3c(c2)OCO3)cc1	2	0.8	36	58	4	8	.	-3	-6	0
Fc1ccc(COc2ccc(Br)cc2CNCc2ccncc2)cc1	3	1.6	-8	19	-7	7	.	0	2	2
COc1cc2c(cc1OC)-c1cc(OCc3ccccc3Cl)nc(=O)n1CC2	2	1.5	6	78*	-9	2	-1	-2	-11	0
COc1cccc(NC(=O)CSc2nnc3ccc(-c4ccncc4)nn23)c1	0	-0.8	2	-18	-12	-1	-6	0	-7	48
Cc1[nH]c(C)c(C(=O)/C=C/c2ccc([N+](=O)[O-])cc2)c1C	3	0.5	4	45	-24	8	-5	-2	-11	17
Cc1nc2ccccc2c2c1C(=O)N(c1ccc(C(=O)O)cc1)C2=O	3	-3.7	-3	-11	0	8	0	8	-13	0
O=C(CSc1ccncc1)Nc1ccc(S(=O)(=O)Nc2nccs2)cc1	-2	-0.5	-2	.	0	9	-1	2	9	5
N#Cc1cc(-c2ccccc2)[nH]c1-c1nccc2ccccc12	-4	1.2	5	31	-3	-18	-3	5	-11	-6
O=c1[nH]c2ccc(S(=O)(=O)N3CCCCC3)cc2[nH]c1=O	-2	0.3	4	0	2	-17	.	6	-3	0
Cc1ccc(-c2nn(-c3ccccc3)cc2/C=C/C(=O)O)o1	5	0.1	5	-11	8	-5	3	2	8	6
Cn1ccnc1Sc1ccc(/C=N/NC(=O)c2ccccc2O)cc1[N+](=O)[O-]	-3	3.5	-10	4	0	-5	.	-3	10	0
CCOc1ccc(NC(=S)N2CCN(S(C)(=O)=O)CC2)cc1	2	-0.6	-4	-15	-2	-2	-1	0	-14	4
CC(=O)c1cccc(CN2CCCC(CCC(=O)NCc3ccc(C)o3)C2)c1 (stereo not drawn)	1	-1.1	-6	-10	4	-7	.	0	-3	8
CCOC(=O)C(=CNc1cc(C)nn1-c1ccccc1)C(=O)OCC	0	2.1	-42	9	-8	-20	.	5	4	-6

Next part (2 carried over from the part before).
SMILES	V-ATPase pHluor	CDK5 inh	MITF TRPM1 HTS	SR-BI HDL uptake	dFosB activator	HTR5A inv ctr	Wnt act	HTR5A ag	PvdQ acylase	NSD2 HMT inh
CC(=O)c1cccc(CN2CCCC(CCC(=O)NCc3ccc(C)o3)C2)c1 (stereo not drawn)	1	-1.1	-6	-10	4	-7	.	0	-3	8
CCOC(=O)C(=CNc1cc(C)nn1-c1ccccc1)C(=O)OCC	0	2.1	-42	9	-8	-20	.	5	4	-6
O=S(=O)(NC1CCN(Cc2ccccc2)CC1)c1ccc2ccccc2c1	2	-1.1	3	-17	4	3	-1	-1	-7	1
Cc1ccc(NC(=O)C2CCCN(S(=O)(=O)c3c(C)noc3C)C2)nc1 (stereo not drawn)	-2	2.0	-2	23	0	-25	.	0	-11	-1
COC(=O)c1sccc1NC(=O)C1CC1	4	3.0	-5	3	-6	-13	-1	-1	-8	-8
COCCn1c(SCC(=O)Nc2ccc(S(N)(=O)=O)cc2)nc2ccccc21	-3	-1.5	-13	-6	1	-12	.	5	3	-3
N#Cc1ccc(C23CC4(C2)[C@H](CN(CC2CCCCC2)[C@@H]4c2ccccc2)C3c2ccc(Cl)nc2)cc1 (stereo partly drawn)	0	0.2	5	-14	25*	5	-7	1	1	.
CC(=O)c1c(N2CCCCC2)nc(=S)n(Cc2ccccc2)c1C	0	-1.9	.	-15	-3	12	0	-4	-8	4
COc1ccc(NC(=O)CSc2nnc(Cc3ccccc3)c(=O)n2N)c(OC)c1	5	1.0	-3	16	2	19	-1	-7	-6	1
CC(C)=CC(=O)Nc1nnc(-c2ccc(F)cc2)s1	1	0.8	50	3	4	7	.	2	1	.
CCOc1ccc2[nH]c(C)c(CN3CCOCC3)c(=O)c2c1	8	-0.4	4	-7	-3	-3	-2	0	-3	-3
Cc1ccc(C)c(CN2C(=O)c3ccccc3S(=O)(=O)c3ccc(C(=O)N4CCN(C)CC4)cc32)c1	0	0.3	-9	-10	-5	-15	0	5	0	15
CO/N=C/C=C1/N(C)c2ccccc2C1(C)C	-5	-2.7	-5	-3	2	-17	0	6	6	1
O=C(/C=C/c1ccccc1)NC(=S)Nc1ccc(N2CCOCC2)c(Cl)c1	-2	-0.7	4	15	4	11	1	2	-7	0
Cc1ccc(NC(=O)CN(C)Cc2ccc(Cl)cc2)cc1	0	-2.7	6	4	-11	-8	-1	3	-8	-2
O=C(OCC1OC(n2ccc(=O)[nH]c2=O)C(O)C1OC(=O)c1ccccc1)c1ccccc1 (stereo not drawn)	7	1.7	-3	3	-2	-22	-2	4	-13	0
Cc1cccc(OCC(=O)NNC(=O)c2ccc3nc[nH]c3c2)c1	3	-1.2	9	-23	-11	-15	-3	4	-4	2
O=C(Cc1ccc(F)cc1)c1ccc(O)cc1O	3	0.2	52	11	-1	-1	-2	0	-13	-2
COc1ccc(S(=O)(=O)Nc2cc(C(=O)NC3CCCCCC3)ccc2N2CCOCC2)cc1	0	1.3	48	14	-17	2	.	1	-16	.
O=C(COC(=O)/C=C/c1cccc(Br)c1)NC1CCCCCC1	-3	-2.0	3	-25	12	-19	3	7	42*	3
O=c1oc2ccccc2c(Nc2ccccc2O)c1[N+](=O)[O-]	1	-0.9	4	4	-2	1	3	4	-10	-8
Cc1c(C(=O)OCC(=O)Nc2cccc(S(N)(=O)=O)c2)oc2c1ccc1ccccc12	-1	0.6	-5	.	-14	-6	0	12	2	-1
Cn1cc([N+](=O)[O-])c(C(=O)NCc2ccco2)n1	-1	0.4	-14	-10	-7	13	-1	1	6	0
O=C1CN(C(=O)c2ccc(Br)o2)C(c2ccc(F)cc2)c2cc(F)ccc2N1 (stereo not drawn)	9	1.3	-7	0	-3	-22	.	-1	-12	1
Cc1ccc(Cl)cc1NC(=O)Nc1c(C)n(C)n(-c2ccccc2)c1=O	8	0.6	-6	-13	6	4	0	4	-13	6
CCOCCCNC(=O)C(c1ccccc1)N(Cc1cccs1)C(=O)CNC(C)=O (stereo not drawn)	-2	-0.1	-5	-24	6	-3	.	1	-16	-4
COC(=O)C1CCN(C(=O)CN2C(=O)NC3(CCC(C)CC3)C2=O)CC1 (stereo not drawn)	0	1.0	-2	1	1	-5	-2	1	14	27

Going on with the list:
SMILES	V-ATPase pHluor	CDK5 inh	MITF TRPM1 HTS	SR-BI HDL uptake	dFosB activator	HTR5A inv ctr	Wnt act	HTR5A ag	PvdQ acylase	NSD2 HMT inh
COC(=O)c1cc(S(=O)(=O)Nc2cc(S(=O)(=O)N(C)C)ccc2C)oc1C	0	0.1	8	-11	-2	-8	0	5	-4	0
COc1ccc(N(C)S(=O)(=O)c2cccc(C(=O)NCc3ccc4c(c3)OCO4)c2)cc1	8	0.6	5	-4	-1	0	0	0	12	-3
O=C(CN1CCN(CCO)CC1)Nc1ccccc1	3	1.2	-3	-28	2	-6	.	2	-17	-5
O=C(O)CCCCNS(=O)(=O)c1ccc(Cl)c(C(F)(F)F)c1	0	-2.3	.	-1	1	0	.	1	-8	4
Cc1ccc(/C=C/C(=O)c2ccccc(=O)c2O)c(C)c1	-6	0.8	-1	-14	-11	-16	.	-2	12	48
COC(=O)[C@@]1(C)[C@H]2C(=O)N(C)C(=O)[C@H]2[C@H]2CN=C(SCc3ccc(C#N)cc3)N21	-1	7.4	7	8	-1	-5	-3	1	0	.
CCn1c(SCC(=O)N2CCCCC2C)nc2ccsc2c1=O (stereo not drawn)	1	0.2	1	7	-2	-9	.	3	3	-3
COc1ccccc1CN=C1Nc2ccccc2CS1	1	1.7	29	-16	0	10	6	-4	23	-4
COc1ccc(NC(=O)COC(=O)C2CCN(S(=O)(=O)c3ccccc3)CC2)cc1Cl	-4	-2.3	3	-21	-1	13	0	-2	-6	-1
NNc1ccccc1C(F)(F)F	-9	0.1	3	-18	-10	6	0	-3	1	-2
C=CCOc1ccc(/C=C\c2nc(O)c([N+](=O)[O-])c(=O)[nH]2)cc1OC	-3	-1.5	.	-2	0	-5	.	1	7	.
CN(CC1CCOCC1)C(=O)CC1C(=O)NCCN1CC(c1ccccc1)c1ccccc1 (stereo not drawn)	-2	0.0	-3	2	-10	-12	2	-2	-3	7
CCCNC(=O)c1c(NC(=O)C2COc3ccccc3O2)sc2c1CCCC2 (stereo not drawn)	0	-1.1	-17	12	-4	10	.	-3	-4	0
CC(=O)Nc1ccc(NC(=O)COC(=O)c2ccc([N+](=O)[O-])o2)cc1	-4	-0.4	-4	10	1	-48	2	13*	5	2
Cc1cc(Cl)ccc1OCC(=O)Nc1ccc(CN2CCOCC2)cc1	0	-0.2	-2	25	-4	5	3	6	-15	-5
O=C(NCc1nc(-c2ccc(C(F)(F)F)cc2)no1)Nc1cc(Cl)cc(Cl)c1	1	1.7	.	-2	15	-4	-4	-8	5	-2
Cn1ccc(C(=O)NC(=S)Nc2ccc([N+](=O)[O-])cc2O)n1	1	-2.1	69	14	3	6	27	2	-7	2
Cc1ccc(OCCCC(=O)Nc2ccc3c(c2)OCO3)cc1	2	1.0	-2	-12	-2	6	-1	-2	-11	-3

Screening data (PubChem BioAssay)
